PhoP GFP inhibition – Inhibition of PhoP regulon, Salmonella typhi GFP reporter cells, confirmation, 4 h (AID 1850); inhibition, % at 50 µM; hits with a dose series show IC50 in µM; Salmonella Typhi PhoP-promoter GFP reporter, fluorescence, 4 h; higher % means a stronger effect; 0.33% of 310,000 active; in the data active = a potency from the dose series; inconclusive = inhibition mostly from about 25% at the one dose, without a potency; inactive = the rest, 99 in 100 with inhibition below about 19%;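 note: 0% = induced wells with vehicle and 100% = uninduced wells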
inhibitors of VEEV – inhibitors of VEEV TC-83 cytopathic effect, confirmation, Vero cells (AID 588727); one-dose inhibition, % at 20 µM; IC50 in µM for titrated hits; 0.13% of 350,000 active; Vero cells, VEEV TC-83 cytopathic effect inhibition; higher % means a stronger effect; in the data active = a potency from the dose series; inconclusive = inhibition mostly from about 14% at the one dose, without a potency; inactive = the rest, 99 in 100 with inhibition below about 12%; note: strong numbers were not always called active
H37Rv inhibition – M. tuberculosis growth inhibition, HTS (AID 449762); M. tuberculosis H37Rv growth inhibition, 7H9 media; higher % means a stronger effect; inhibition, % at 25 µM; hits with a dose series show IC50 in µM; 0.59% of 330,000 active; in the data active = a potency from the dose series; inconclusive = inhibition above about 70% without an active follow-up result;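 note: bacterial growth assessed after seven days of incubation; strong numbers were not always called active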
tuberculosis growth – growth inhibition of non-replicating M. tuberculosis (AID 488890); Mycobacterium tuberculosis non-replicating, growth inhibition; higher % means a stronger effect; inhibition, % at 25 µM, or IC50 in µM where a hit was titrated; 0.39% of 320,000 active; in the data active = a potency from the dose series; inconclusive = inhibition mostly from about 82% at the one dose, without a potency; inactive = the rest, 99 in 100 with inhibition below about 76%;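 note: plate controls were DMSO cells for no effect and high antibiotic wells for full effect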
H1N1 NS1A inhibition – H1N1 influenza NS1A inhibitors, functional cell based assay (AID 504329); NS1A functional cell-based assay, percent inhibition; higher % means a stronger effect; one-dose inhibition, % at 12.5 µM; IC50 in µM for titrated hits; 0.3% of 340,000 active; in the data active = a potency from the dose series; inconclusive = inhibition above about 27% without an active follow-up result; note: strong numbers were not always called active
inhibitors of VEEV 10K pilot screen – recorded beside inhibitors of VEEV, whose call it bears; inhibition, %; measured here: 10K pilot screen inhibition
The depositor's hits bear a star; i = inactive; ? = inconclusive; . = not tested or not shown.

Start of the data: the first 17 compounds, to show the layout:
SMILES	PhoP GFP inhibition	inhibitors of VEEV	H37Rv inhibition	tuberculosis growth	H1N1 NS1A inhibition	others
CCOc1ccc2nc(NC(=O)CN3C(=O)C4CCCCC4C3=O)sc2c1 (centres undefined)	0.6%	6.6%	?	11.0%	-0.5%
CCCCCCC(=O)N/N=C/c1ccco1	10.7%	i	2.9%	-11.4%	-5.7%
Cc1ccc(Cl)c(NC(=O)COC(=O)CNS(=O)(=O)/C=C/c2ccccc2)c1Cl	0.4%	i	1.9%	5.7%	32.7%
Cc1ccc(-n2c(N)c(C(=O)Nc3c(C)n(C)n(-c4ccccc4)c3=O)c3nc4ccccc4nc32)cc1C	1.8%	.	?	73.4%	.
CCn1c(=O)cc(OCC(=O)NCCc2cccc(C)c2)c2ccccc21	-9.5%	4.0%	11.7%	32.9%	5.0%
CCOc1ccc(C(=O)CN2CCN(S(=O)(=O)c3ccc(Br)cc3)CC2)cc1	17.9%	3.0%	0.3%	-8.4%	6.2%
CCc1ccccc1-n1nnnc1-c1cnccc1C(F)(F)F	-1.2%	i	1.5%	3.2%	-9.6%
CC(C)(C)OC(=O)N1CCCC(C(=O)Nc2cccc(C(=O)NCCCCc3ccccc3)c2)C1 (centres undefined)	.	6.6%	.	.	-1.7%
CCOC(=O)Cc1cnc(NC(=O)Cn2nnc(-c3ccc(OCC)cc3)n2)s1	4.8%	1.0%	1.1%	78.0%	-1.6%
COc1cccc(NC(=O)CN(c2ccc3c(c2)OCO3)S(C)(=O)=O)c1	-1.0%	1.1%	2.2%	2.6%	.
O=c1c2ccccc2nc(-c2cccs2)n1-c1ccccc1	0.7%	7.1%	-0.6%	33.3%	-2.3%
COc1ccc(CCNC(=O)COc2ccc(N(C)S(=O)(=O)c3ccc(Cl)cc3)cc2)cc1	.	2.8%	.	.	-5.9%
CN(C(=O)c1ccco1)C1(c2ccccc2Cl)CCCCC1=O (centres undefined)	-11.1%	0.8%	-7.5%	-0.9%	-7.1%
Cn1c(=O)oc2cc(S(=O)(=O)Nc3cccc([N+](=O)[O-])c3)ccc21	-5.8%	i	1.7%	-4.6%	2.5%
COc1cccc(/C=C2/SC(=S)N(CC(=O)NNC(=O)c3ccccc3OC)C2=O)c1	7.7%	8.3%	-1.8%	-0.7%	12.2%
O=S(=O)(c1ccc(S(=O)(=O)N2CCCC2)cc1)N1CCCCCC1	17.3%	i	-9.0%	12.3%	5.0%
COc1ccc(-n2nc(C(=O)NCC(=O)N3CCOCC3)c3ccccc3c2=O)c(OC)c1	-0.2%	0.3%	-0.7%	-9.9%	-0.4%

This part in full, repeating the preview:
SMILES	PhoP GFP inhibition	inhibitors of VEEV	H37Rv inhibition	tuberculosis growth	H1N1 NS1A inhibition	others
CCOc1ccc2nc(NC(=O)CN3C(=O)C4CCCCC4C3=O)sc2c1 (centres undefined)	0.6%	6.6%	?	11.0%	-0.5%
CCCCCCC(=O)N/N=C/c1ccco1	10.7%	i	2.9%	-11.4%	-5.7%
Cc1ccc(Cl)c(NC(=O)COC(=O)CNS(=O)(=O)/C=C/c2ccccc2)c1Cl	0.4%	i	1.9%	5.7%	32.7%
Cc1ccc(-n2c(N)c(C(=O)Nc3c(C)n(C)n(-c4ccccc4)c3=O)c3nc4ccccc4nc32)cc1C	1.8%	.	?	73.4%	.
CCn1c(=O)cc(OCC(=O)NCCc2cccc(C)c2)c2ccccc21	-9.5%	4.0%	11.7%	32.9%	5.0%
CCOc1ccc(C(=O)CN2CCN(S(=O)(=O)c3ccc(Br)cc3)CC2)cc1	17.9%	3.0%	0.3%	-8.4%	6.2%
CCc1ccccc1-n1nnnc1-c1cnccc1C(F)(F)F	-1.2%	i	1.5%	3.2%	-9.6%
CC(C)(C)OC(=O)N1CCCC(C(=O)Nc2cccc(C(=O)NCCCCc3ccccc3)c2)C1 (centres undefined)	.	6.6%	.	.	-1.7%
CCOC(=O)Cc1cnc(NC(=O)Cn2nnc(-c3ccc(OCC)cc3)n2)s1	4.8%	1.0%	1.1%	78.0%	-1.6%
COc1cccc(NC(=O)CN(c2ccc3c(c2)OCO3)S(C)(=O)=O)c1	-1.0%	1.1%	2.2%	2.6%	.
O=c1c2ccccc2nc(-c2cccs2)n1-c1ccccc1	0.7%	7.1%	-0.6%	33.3%	-2.3%
COc1ccc(CCNC(=O)COc2ccc(N(C)S(=O)(=O)c3ccc(Cl)cc3)cc2)cc1	.	2.8%	.	.	-5.9%
CN(C(=O)c1ccco1)C1(c2ccccc2Cl)CCCCC1=O (centres undefined)	-11.1%	0.8%	-7.5%	-0.9%	-7.1%
Cn1c(=O)oc2cc(S(=O)(=O)Nc3cccc([N+](=O)[O-])c3)ccc21	-5.8%	i	1.7%	-4.6%	2.5%
COc1cccc(/C=C2/SC(=S)N(CC(=O)NNC(=O)c3ccccc3OC)C2=O)c1	7.7%	8.3%	-1.8%	-0.7%	12.2%
O=S(=O)(c1ccc(S(=O)(=O)N2CCCC2)cc1)N1CCCCCC1	17.3%	i	-9.0%	12.3%	5.0%
COc1ccc(-n2nc(C(=O)NCC(=O)N3CCOCC3)c3ccccc3c2=O)c(OC)c1	-0.2%	0.3%	-0.7%	-9.9%	-0.4%
Cc1nc(N/N=C/c2cccc(F)c2)cc(N2CCOCC2)n1	-3.9%	1.1%	7.9%	1.7%	3.6%
S=C(NCCOCCOCCNC(=S)Nc1ccccc1)Nc1ccccc1	-4.2%	0.8%	9.3%	?	-8.3%
COc1cccc(/C(C)=N/NC(=O)c2cc(-c3cccnc3)nc3ccccc23)c1	-0.5%	5.1%	-2.5%	-1.0%	1.0%
C=CCCC1(C)C(=O)N(c2ccccc2)c2ccccc21 (centres undefined)	-0.9%	i	-6.5%	34.6%	8.2%
CCCN1CCN(C(=O)Cn2nc(C)n3c(cc4sccc43)c2=O)CC1	14.9%	0.1%	3.8%	-9.2%	-5.7%
N#Cc1ccc(C2=CC(=O)C[C@H](c3ccc4c(c3)OCO4)C2)cc1	.	1.0%	-0.9%	35.5%	-2.4%
Cc1c(N2C(=O)c3cccc4cccc(c34)C2=O)c(=O)n(-c2ccccc2)n1C	0.2%	1.0%	-1.5%	-0.3%	-21.9%
COc1ccc(C2CC(C(F)(F)F)n3ncc(C(=O)O)c3N2)cc1OC (centres undefined)	-3.3%	1.2%	-4.1%	-8.8%	4.6%
C/C(CC(=O)Nc1ccc(Cl)cc1Cl)=N\NC(N)=S	6.9%	2.9%	?	?	14.5%
CS(=O)(=O)N1CCC(C(=O)Nc2cc(Cl)c(Cl)cc2Cl)CC1	2.1%	0.6%	9.4%	5.6%	-18.8%
Cc1cc(=O)[nH]c2c(C)cc(S(=O)(=O)Nc3ccc(O)cc3)cc12	1.7%	1.3%	4.5%	10.8%	-2.8%
CC1Cc2ccccc2N1C(=S)NC(=O)c1ccc(Cl)cc1Cl (centres undefined)	1.2%	i	7.13µM*	?	-9.6%
CCC(Oc1ccccc1)C(=O)N1CCN(CC)CC1 (centres undefined)	-3.1%	0.7%	-10.3%	-10.6%	2.2%
Nc1nc(C2CC2)c(Sc2sc(N)nc2C2CC2)s1	10.6%	>25µM*	-8.6%	-3.5%	5.2%
CC(C)CCN1NC2(CCCC(C)C2)NC1=S (centres undefined)	-4.6%	i	-2.9%	-27.9%	.
CC(C)Cn1c(-c2ccc(Cl)cc2)cnc1SCC(=O)N1CCOCC1	-9.9%	0.1%	-1.8%	20.4%	6.5%
c1ccc(CC2CCN(c3ncnc4sccc34)CC2)cc1	.	2.7%	.	.	10.6%
O=C(CCc1ccccc1)NC(=S)Nc1cccc(Br)c1	-5.3%	i	-1.8%	?	-6.1%
O=C(NCC1COc2ccccc2O1)c1cccc(S(=O)(=O)N2CCOCC2)c1 (centres undefined)	.	0.6%	-5.0%	-9.3%	-6.8%
CCCCCCCC(=O)NC(Oc1ccccc1[N+](=O)[O-])C(Cl)(Cl)Cl (centres undefined)	-6.4%	i	-0.8%	44.3%	-5.5%
O=C(O)[C@H](Cc1ccccc1)NC(=O)N1CCCCCC1	-7.3%	i	-4.1%	-12.7%	-2.9%
CCOc1ccc(CC(=O)Nc2c3c(nn2C(C)(C)C)CS(=O)(=O)C3)cc1	-3.5%	2.0%	3.7%	-2.9%	-5.9%
CC(=O)Nc1nc(=O)c2ccccc2s1	3.8%	1.5%	-4.2%	-6.4%	-15.1%
CCC(=O)Nc1c(S(=O)(=O)c2ccccc2)c2nc3ccccc3nc2n1C(C)c1ccccc1 (centres undefined)	-4.4%	0.2%	2.7%	25.2%	21.1%
COCCn1c(=S)[nH]c2cc(C(=O)NC(C)C)ccc2c1=O	-2.0%	i	-14.6%	-13.9%	-1.9%
O=C(CSc1nnnn1C1CC1)N1CCN(c2ccccc2F)CC1	.	0.6%	-3.4%	-4.1%	2.4%
CN(c1ccccc1)S(=O)(=O)c1ccc(Cl)c(C(=O)NCCc2c[nH]c3ccccc23)c1	-10.3%	4.7%	2.4%	16.2%	7.2%
CCCC(C(=O)NCC1CCCO1)N(Cc1ccccc1)C(=O)CNS(=O)(=O)c1ccccc1 (centres undefined)	5.8%	0.4%	1.2%	-8.8%	10.9%
CCOC(=O)CN1C(=O)N[C@@H](CCc2ccccc2)[C@H](C(C)=O)[C@H]1C	-5.0%	0.6%	-1.5%	5.0%	-2.4%	inhibitors of VEEV 10K pilot screen=1.0
CC12CCC(=O)N1C(C(=O)NCCN1C(=O)S/C(=C\c3ccc(OC(F)F)cc3)C1=O)CS2 (centres undefined)	-4.2%	9.4%	2.6%	1.9%	97.3%
O=C1COc2ccc(C(=O)CSc3nnc(NCc4ccccc4)s3)cc2N1	-2.0%	2.2%	7.6%	20.9%	-0.6%
O=C(O)CCc1nc2cc3ccccc3cc2[nH]1	-11.1%	0.3%	-3.6%	-1.1%	-3.1%
CC(Sc1nc2c(c(=O)[nH]1)CCCC2)C(=O)Nc1ccc(S(N)(=O)=O)cc1 (centres undefined)	0.1%	0.5%	3.8%	-7.3%	1.8%
The results go on:
SMILES	PhoP GFP inhibition	inhibitors of VEEV	H37Rv inhibition	tuberculosis growth	H1N1 NS1A inhibition	others
Cc1cc(C)cc(NC(=O)Nn2cnnc2)c1	-6.8%	1.0%	-4.6%	-7.3%	-5.1%
COCCN(C(=O)COC(=O)CCc1nc2ccccc2s1)c1c(N)n(Cc2ccccc2)c(=O)[nH]c1=O	-6.3%	1.1%	-11.9%	-7.6%	-0.8%
O=C1C=C(c2ccc3ncccc3c2)C[C@@H](c2ccc(F)cc2)C1	.	10.9%	28.1%	34.8%	6.3%
C/C(=N\NC(=O)c1ccc(NS(=O)(=O)c2cccs2)cc1)c1ccc(Cl)cc1	1.1%	2.4%	0.6%	3.2%	-3.3%
CCc1nnc(NC(=O)c2cccc(S(=O)(=O)N3CCN(C(C)=O)CC3)c2)s1	.	1.8%	-14.3%	-0.9%	-4.2%
COc1ccc(C(=O)Nc2cc(OC)c(Cl)cc2OC)cc1	1.2%	0.7%	3.9%	4.7%	-11.5%
CCOC(=O)C(NC(=O)Nc1ccc(F)cc1)(OCC)C(F)(F)F (centres undefined)	-7.5%	1.5%	-0.3%	2.8%	-8.8%
O=C(COc1ncnc2sccc12)N1CCc2ccccc2C1	-2.5%	7.2%	.	7.1%	6.9%	inhibitors of VEEV 10K pilot screen=0.0
CCOC(=O)c1c(N)nn(C(=O)CC)c1-c1ccccc1	-15.7%	4.1%	-0.1%	17.4%	1.6%
CCCOC(=O)C1C2C=CC3(CN(c4cccc(Cl)c4)C(=O)C13)O2 (centres undefined)	-8.8%	0.0%	-1.6%	-5.8%	-8.7%
O=C(Nc1cccnc1Cl)C1c2ccccc2Oc2ccccc21	-3.3%	0.9%	2.0%	4.7%	-4.7%
CN(C)C(=O)CSc1n[nH]c(=O)[nH]c1=O	-0.6%	i	3.4%	44.6%	-5.2%
Cc1ccc(N=C2CCCCCN2C)c(C#N)c1	-10.0%	3.8%	4.8%	11.9%	-0.6%
C=C(C)CSc1nc2ncc(Cl)cc2[nH]1	11.0%	2.3%	-3.4%	53.5%	2.2%
CCC(Sc1nncn1C)C(=O)Nc1cc(C)on1 (centres undefined)	-0.1%	0.7%	-8.7%	-6.2%	-21.7%
O=C1C2C3C=CC(C3)C2C(=O)N1c1ccc(Cc2ccncc2)cc1 (centres undefined)	9.2%	i	-10.6%	9.7%	-12.6%
CC1CCCC(C)N1C(=O)C1CCCCC1 (centres undefined)	-8.0%	0.3%	6.8%	7.2%	-2.6%
O=C(C1CC1)N1CCc2cc(S(=O)(=O)N3CCN(c4ccccc4)CC3)ccc21	5.5%	i	0.4%	-9.5%	7.9%
